High-throughput results as filed in PubChem.
Growth percent in the NCI-60 one-dose screen (48 h, 10 µM unless noted): 100 = growth as untreated, 0 = no growth, -100 = all killed.
U251: U251 CNS tumor cells; 80,000 tested, 5.4% active
A498: A498 renal cancer cells; 76,000 tested, 5.4% active; AID 1794774
ACHN: ACHN renal cancer | 81,000 tested, 4.9% active
RXF 393: RXF 393 renal cancer cells | 77,000 tested, 6.9% active | AID 1794773
SN12C: SN12C renal cancer cells; 81,000 tested, 3.8% active; AID 1794767
786-0: 786-0 renal cancer cells | 81,000 tested, 5.1% active
UO-31: UO-31 renal cancer; 81,000 tested, 5.2% active
TK-10: TK-10 renal cancer cells; AID 1794769; 81,000 tested, 3.9% active
CAKI-1: CAKI-1 renal cancer | 75,000 tested, 4.7% active
An asterisk follows results filed as active; / = not tested or not shown; & = joins results of further samples; [ ] = dose if it differs, or a comment. Rule for the calls: active = growth percent below 10; inactive = the rest.

(1) CC1(C)CCc2cc(-c3ccn(S(=O)(=O)c4cccc(C(F)(F)F)c4)n3)ccc2O1
(2) CC1CCc2c(sc3nc(SCC(=O)N/N=C/c4ccc(Cl)cc4)n(-c4ccccc4)c(=O)c23)C1 (stereo not drawn)
(3) COc1ccc(C(=O)/C=C/c2ccccc2Cl)cc1S(N)(=O)=O
(4) NC(=O)CC(NC(=O)COc1ccc(Cl)cc1Cl)C(=O)O (stereo not drawn)
(5) CC(C)CCC[C@@H](C)[C@H]1CC[C@H]2[C@@H]3C[C@@H]4O[C@@]45C[C@@H](O)CC[C@]5(C)[C@H]3CC[C@]12C
(6) CC1(C)CC[C@]2(C(=O)Nc3ccccn3)CC[C@]3(C)C(=CC[C@@H]4[C@@]5(C)C/C(=C/c6ccncc6)C(=O)C(C)(C)[C@@H]5CC[C@]43C)[C@@H]2C1
(7) CC(O)c1ccccc1Br (stereo not drawn)
(8) COC(=O)c1ccc(NC(=O)CSc2nc(-c3ccc(F)cc3)nc3ccccc23)cc1

assay / entry	1	2	3	4	5	6	7	8
A498	95	/	119	88	79	-17*	107	100
RXF 393	97	-2.7*	124	108	128	-21*	114	109
TK-10	82	114	98	103	100	77	123	113
SN12C	92	96	97	101	90	34	96	79
ACHN	109	81	101	109	75	-12*	103	97
UO-31	97	94	85	96	79	37	77	82
CAKI-1	106	75	102	101	98	40	91	/
786-0	86	96	104	108	106	44	111	105
U251	82	94	109	101	90	10	104	63

(9) O=C1C=C(C(O)c2ccccc2)C(=O)c2ccccc21 (stereo not drawn)
(10) Nc1cccc(C(=O)Nc2ccc3c(O)c(N=Nc4ccc(N=Nc5ccc(S(=O)(=O)O)cc5)cc4)c(S(=O)(=O)O)cc3c2)c1
(11) CC(C)(C)c1ccc(C(=O)n2c(=S)oc3ccc(Cl)cc32)cc1
(12) COc1ccc(/C=c2/nc3n(-c4ccccc4)c4n(n-3c2=O)N(N)/C(=N/N)NN=4)cc1
(13) N#Cc1c(-c2ccc(Cl)cc2)nc2c(N=Nc3ccc(S(N)(=O)=O)cc3)c(N)nn2c1N
(14) O=c1[nH]c(-c2cccc(F)c2)cc2cc(F)ccc12
(15) CNC(=S)Sc1ccc([N+](=O)[O-])cc1[N+](=O)[O-]
(16) CCC1(c2ccccc2)C(=O)Nc2ccc(C(F)(F)F)cc21 (stereo not drawn)

assay / entry	9	10	11	12	13	14	15	16
A498	87	105	108	102	108	22	81	108
RXF 393	93	121	104	111	71	9.9*	97	118
TK-10	/	101	103	161	121	58	84	114
SN12C	92	106	104	103	73	49	/	104
ACHN	86	105	104	105	91	47	37	92
UO-31	49	90	80	81	64	56	60	86
CAKI-1	/	/	91	90	74	/	27	89
786-0	104	98	101	108	92	44	94	103
U251	97	109	102	101	70	22	72	94

(17) O=C1NCC(c2cc3ccccc3[nH]c2=O)Nc2ccccc21 (stereo not drawn)
(18) COc1cc2[nH]c(=O)c3c4ncccc4cn3c2cc1OC
(19) O=C(COc1ccc(Cl)cc1)OCCCl
(20) NC(=O)c1c(NC(=S)Nc2ccc(OC(F)(F)F)cc2)sc2c1CCC1(C2)OCCO1
(21) CC1c2ccccc2-c2ccccc21
(22) Cc1ccc(C(CC(=O)O)c2c(C)n(-c3ccccc3)[nH]c2=O)cc1 (stereo not drawn)
(23) Cn1cc(-c2ccc3cc(-c4ccc(CC(=O)Nc5cc(C(C)(C)C)nn5C)cc4)cnc3c2)cn1
(24) COc1ccc(C2C3Cc4cc(OC)c(OC)cc4C3=NN2C(=O)Nc2c(C)cccc2C)cc1 (stereo not drawn)

assay / entry	17	18	19	20	21	22	23	24
A498	104	70	110	90	105	109	-18*	90
RXF 393	91	60	117	116	108	114	-19*	113
TK-10	88	75	96	106	103	114	16	/
SN12C	100	70	101	95	99	91	5.2*	102
ACHN	100	60	99	100	103	100	3.0*	106
UO-31	77	68	89	88	90	86	1.3*	85
CAKI-1	88	37	94	94	104	96	0.6*	85
786-0	100	71	93	99	107	103	21	94
U251	102	77	97	97	102	99	20	91

Some of the entries so far, with two lines to a compound:
Order of values – A498 | RXF 393 | TK-10 | SN12C | ACHN | UO-31 | CAKI-1 | 786-0 | U251
9	O=C1C=C(C(O)c2ccccc2)C(=O)c2ccccc21 (stereo not drawn)
→ 87 | 93 | / | 92 | 86 | 49 | / | 104 | 97
10	Nc1cccc(C(=O)Nc2ccc3c(O)c(N=Nc4ccc(N=Nc5ccc(S(=O)(=O)O)cc5)cc4)c(S(=O)(=O)O)cc3c2)c1
→ 105 | 121 | 101 | 106 | 105 | 90 | / | 98 | 109
11	CC(C)(C)c1ccc(C(=O)n2c(=S)oc3ccc(Cl)cc32)cc1
→ 108 | 104 | 103 | 104 | 104 | 80 | 91 | 101 | 102
12	COc1ccc(/C=c2/nc3n(-c4ccccc4)c4n(n-3c2=O)N(N)/C(=N/N)NN=4)cc1
→ 102 | 111 | 161 | 103 | 105 | 81 | 90 | 108 | 101
13	N#Cc1c(-c2ccc(Cl)cc2)nc2c(N=Nc3ccc(S(N)(=O)=O)cc3)c(N)nn2c1N
→ 108 | 71 | 121 | 73 | 91 | 64 | 74 | 92 | 70
14	O=c1[nH]c(-c2cccc(F)c2)cc2cc(F)ccc12
→ 22 | 9.9* | 58 | 49 | 47 | 56 | / | 44 | 22
15	CNC(=S)Sc1ccc([N+](=O)[O-])cc1[N+](=O)[O-]
→ 81 | 97 | 84 | / | 37 | 60 | 27 | 94 | 72
16	CCC1(c2ccccc2)C(=O)Nc2ccc(C(F)(F)F)cc21 (stereo not drawn)
→ 108 | 118 | 114 | 104 | 92 | 86 | 89 | 103 | 94
17	O=C1NCC(c2cc3ccccc3[nH]c2=O)Nc2ccccc21 (stereo not drawn)
→ 104 | 91 | 88 | 100 | 100 | 77 | 88 | 100 | 102
18	COc1cc2[nH]c(=O)c3c4ncccc4cn3c2cc1OC
→ 70 | 60 | 75 | 70 | 60 | 68 | 37 | 71 | 77
19	O=C(COc1ccc(Cl)cc1)OCCCl
→ 110 | 117 | 96 | 101 | 99 | 89 | 94 | 93 | 97
20	NC(=O)c1c(NC(=S)Nc2ccc(OC(F)(F)F)cc2)sc2c1CCC1(C2)OCCO1
→ 90 | 116 | 106 | 95 | 100 | 88 | 94 | 99 | 97
21	CC1c2ccccc2-c2ccccc21
→ 105 | 108 | 103 | 99 | 103 | 90 | 104 | 107 | 102
22	Cc1ccc(C(CC(=O)O)c2c(C)n(-c3ccccc3)[nH]c2=O)cc1 (stereo not drawn)
→ 109 | 114 | 114 | 91 | 100 | 86 | 96 | 103 | 99

Following part
(25) Clc1ccc(/C=C/c2cc(/C=C/c3c(Cl)cccc3Cl)nc3ccccc23)cc1
(26) O=C(O)c1cccc(S(=O)(=O)Cl)c1
(27) O=Cc1ccc(C2NCCc3c2[nH]c2ccccc32)cc1 (stereo not drawn)
(28) NNC(=O)c1cccs1
(29) CCc1ccccc1-n1c(N)c(C#N)c(-c2ccc(OC)cc2)c(C#N)c1=O
(30) O=C1/C(=C/c2ccc(F)cc2)CCc2ccccc21
(31) COc1cc2nccc(Oc3ccc(NC(=O)C4(C(=O)Nc5ccc(F)cc5)CC4)cc3)c2cc1OC(=O)c1ccc([N+](=O)[O-])cc1
(32) O=Cc1ncc(-c2ccc(C(F)(F)F)cc2)c(NCCCC(F)(F)C(F)(F)C(F)(F)C(F)(F)C(F)(F)C(F)(F)C(F)(F)C(F)(F)F)n1

assay / entry	25	26	27	28	29	30	31	32
A498	144	106	86	109	128	73	90	105
RXF 393	95	122	100	/	96	101	84	126
TK-10	129	91	115	141	111	84	105	127
SN12C	100	108	89	100	96	96	54	103
ACHN	100	100	95	106	98	106	87	102
UO-31	74	95	62	100	70	85	71	67
CAKI-1	83	/	72	102	95	96	94	103
786-0	93	101	104	97	99	89	106	100
U251	104	89	95	109	100	75	80	97

(33) O=C(CSc1nnc(-c2cnccn2)n1-c1ccccc1)c1ccc(Cl)cc1
(34) O=C(c1nc2ccccc2[nH]1)C1C(c2ccc([N+](=O)[O-])cc2)C2CC3CCCCC3N2[C@@]12C(=O)Nc1cc(Cl)ccc12 (stereo partly drawn)
(35) CN(C)C(=S)SCc1ccc(Cl)c(Cl)c1
(36) CN1C(=O)N(C)C2C1NC(=O)N2CC(=O)NN (stereo not drawn)
(37) CCc1n(Cc2ccc3ccccc3n2)cc[n+]1Cc1ccc2ccccc2n1
(38) O=C(C(=O)c1ccc2c(c1)OCO2)c1ccc2c(c1)OCO2
(39) C=CC(C)(C)c1[nH]c2ccccc2c1C[C@@H]1NC(=O)[C@@H]2CCCN2C1=O
(40) O=c1c2c3c(sc2n2c(-c4ccc(Br)cc4)nnc2n1Cc1ccccc1)CCCC3

assay / entry	33	34	35	36	37	38	39	40
A498	93	-1.2*	50	92	85	98	131	78
RXF 393	114	15	104	/	47	105	89	65
TK-10	99	37	67	105	42	105	99	66
SN12C	87	34	91	96	11	107	97	76
ACHN	100	18	91	105	93	111	94	80
UO-31	94	13	59	87	90	100	73	83
CAKI-1	102	41	77	86	98	107	99	60
786-0	95	39	74	99	78	109	103	72
U251	94	26	87	107	12	103	105	75

(41) Cc1cc(-c2cc(C)c(N)c(S(=O)(=O)O)c2)cc(S(=O)(=O)O)c1N
(42) CC1=C(C(=O)Nc2nc(-c3ccc(Cl)cc3)cs2)[C@H](c2ccc(O)cc2)N=C(N)N1
(43) NC(=O)c1cccc(NC(=O)C2CCCO2)c1 (stereo not drawn)
(44) [O-][n+]1onc(-c2ccccc2)c1Nc1ccccc1Br
(45) O=C(Nc1ccc2c(O)c(N=Nc3ccccc3)c(S(=O)(=O)O)cc2c1)c1ccccc1
(46) CC(=O)Oc1csc(N(C(C)=O)c2ccc(Cl)c(C(F)(F)F)c2)n1
(47) O=C(/C=C/c1ccc(Br)cc1)c1cccc(OCCCOc2cccc(C(=O)/C=C/c3ccc(Br)cc3)c2)c1
(48) Cc1nc(-c2ccc(N)cc2)ccc1C(=O)N=Nc1c(O)[nH]c2ccc(F)cc12

assay / entry	41	42	43	44	45	46	47	48
A498	/	107	/	109	/	79	90	82
RXF 393	114	101	101	111	109	92	108	/
TK-10	96	94	89	125	106	111	95	133
SN12C	98	98	101	82	97	96	101	98
ACHN	99	95	105	87	99	104	97	87
UO-31	93	80	98	74	76	83	83	93
CAKI-1	100	83	94	78	/	70	95	/
786-0	105	97	98	105	108	/	100	96
U251	101	93	102	98	95	93	95	49

(49) CCCCC(O)Cn1ncc(C(=O)N/N=C\c2ccc(OC(F)F)c(Oc3ccccc3)c2)c1N (stereo not drawn)
(50) COc1ccc(-c2cc(C(=O)N3CCN(C(=O)c4ccccc4NCc4cccs4)CC3)nc3cc(-c4ccccc4)nn23)cc1
(51) COc1ccc(Nc2nn3c(-c4ccccc4)cc(-c4ccccc4)nc3c2C(N)=O)c(OC)c1
(52) S=C(Cc1cccnc1)N1CCOCC1
(53) C=C(C)[C@@H]1CC[C@]2(C=O)CC[C@]3(C)[C@H](CC[C@@H]4[C@@]5(C)C/C(=C/c6ccccn6)C(=O)C(C)(C)[C@@H]5CC[C@]43C)[C@@H]12
(54) O=C(/C=C/c1coc(-c2ccccc2)n1)c1ccc(F)cc1
(55) Cc1cc(C)c2c(=O)c(C(N)=O)cn3c2c1C(=O)CC3
(56) COc1ccc(OC)c(C(=O)Nc2cccc(-c3cc(=O)c4ccccc4o3)c2)c1

assay / entry	49	50	51	52	53	54	55	56
A498	89	103	71	75	90	76	114	92
RXF 393	63	86	85	105	86	100	88	/
TK-10	97	115	30	91	107	85	81	88
SN12C	88	100	46	86	81	87	108	83
ACHN	87	111	67	98	83	101	100	85
UO-31	63	64	87	77	68	68	78	95
CAKI-1	91	93	77	91	51	79	90	79
786-0	75	98	68	88	95	89	98	93
U251	74	97	19	101	80	76	99	94

Reprinted at random: two entries already listed.
(55) Cc1cc(C)c2c(=O)c(C(N)=O)cn3c2c1C(=O)CC3
(53) C=C(C)[C@@H]1CC[C@]2(C=O)CC[C@]3(C)[C@H](CC[C@@H]4[C@@]5(C)C/C(=C/c6ccccn6)C(=O)C(C)(C)[C@@H]5CC[C@]43C)[C@@H]12

assay / entry	55	53
A498	114	90
RXF 393	88	86
TK-10	81	107
SN12C	108	81
ACHN	100	83
UO-31	78	68
CAKI-1	90	51
786-0	98	95
U251	99	80

(continued)
(57) COC(=O)c1nc(=S)[nH]c(C(=O)OC)c1C(=O)c1ccc(OC)cc1
(58) N#Cc1ccccc1-c1ccc(CN2C(=O)Cc3cc(CCN4CCNCC4)c(Cl)cc32)cc1
(59) COc1cc2cc(Sc3ccc(NC(=O)c4ccc(N5CCOCC5)c(C(F)(F)F)c4)cc3)c(C)nc2cc1OC
(60) ClC(=Nc1ccccc1)c1ccccc1
(61) O=CN(Cc1ccccc1)c1cc([N+](=O)[O-])ccc1OCc1ccccc1
(62) CC(C)COC(=O)c1ccc([N+](=O)[O-])cc1
(63) CC1(O)CCC(Nc2cc(-c3ccc(C(F)(F)F)cc3)c(C#N)c3nc4ccccc4n23)CC1 (stereo not drawn)
(64) COc1cc2c(cc1OC)C(CC1(O)CCCCC1)N(S(=O)(=O)c1ccc(C)cc1)CC2 (stereo not drawn)
(65) COc1ccc(NC(=O)Nc2cc(C(F)(F)F)cc(C(F)(F)F)c2)c(C(=O)O)c1
(66) Nc1[nH]c(=S)nc2nc[nH]c12

assay / entry	57	58	59	60	61	62	63	64	65	66
A498	116	80	102	92	83&53	/	47	0.6*[100 µM]	82	102&102
RXF 393	108	98	105	103	97&85	122	53	49[100 µM]	99	93&106
TK-10	110	99	/	122	111&108	93	71	41[100 µM]	110	88&111
SN12C	99	85	100	104	98&103	100	64	42[100 µM]	108	103&108
ACHN	105	80	100	116	98&101	108	60	18[100 µM]	104	95&104
UO-31	87	85	77	91	72&78	81	47	26[100 µM]	93	86&83
CAKI-1	95	62	97	90	90&85	98	55	22[100 µM]	97	83
786-0	113	86	108	100	87&87	97	71	30[100 µM]	107	98&106
U251	108	85	105	91	99	101	68	34[100 µM]	110	103&104
